HSP90 refold inh – HSP90 inhibitors, primary screen, cell lysate, luminescence; Heat shock protein HSP 90 (rabbit reticulocyte lysate; luciferase refolding); Rabbit reticulocyte lysate, luciferase refolding luminescence, 3 h; inhibition, % at 5.6 µM; 0.91% of 290,000 active; AID 1789, 2009;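 active = inhibition above the screen-wide mean plus 3 SD, computed separately per campaign, cut at about 16% in these data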;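 note: 0% = DMSO wells and 100% = 60 µM geldanamycin wells; inhibitors lower the luminescence because luciferase stays unfolded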
HDAC3 inh – HDAC3 deacetylase inhibitors, primary screen, biochemical, fluorescence, cell-free homogeneous. inhibition, % at 8.3 µM. 0.15% of 320,000 active. recombinant HDAC3, fluorogenic peptide/trypsin coupled; in the data active = inhibition above about 26%, passing the limit was not always enough
HSF-1 act – HSF-1 activators, primary screen, NIH3T3-HGL cells, MG132 stress, luminescence, single point; NIH3T3-HGL HSF-1 luciferase reporter, 8 h; 100% = twice DMSO control signal; activation, % at 9 µM; 1.7% of 300,000 active;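 active = mean replicate activation of at least 50% with a set share of replicates each reaching 50%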;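 note: 0% = median of the neutral control wells and 100% = twice that signal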
Dyrk1A ADPGlo – rat Dyrk1A kinase inhibitors, primary screen, biochemical, single point, plate reader; AID 504441, 2011; Dual specificity tyrosine-phosphorylation-regulated kinase 1A (Rattus norvegicus), Q63470; inhibition, % at 12.5 µM; ADP-Glo luminescence, NFATc1 peptide; 0.43% of 310,000 active; in the data active = inhibition above about 50%;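 note: plate controls were vehicle with enzyme for no effect and no enzyme for full effect; many of its hits are not listed in these tables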
Platelet DG rel – inhibitors of platelet dense granule secretion, primary screen, cell-based, MLPCN, human platelets; human platelet-rich plasma, SFLLRN dense granule ATP release, luminescence; inhibition, %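 (compounds screened at 7.5 µM in platelet-rich plasma)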; 0.22% of 300,000 active; AID 1663, 2009;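 active = mean replicate score, as percent of positive control, at or above 50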
GSK3A inh – blockers of GSK3A enzyme activity – biochemical, luminescence, cell-free homogeneous, HTS, primary screen. Glycogen synthase kinase-3 alpha (Homo sapiens), P49840. AID 2650, 2010. GSK-3 alpha kinase, ADP-Glo luminescence, 60 min. inhibition, % at 10 µM. 0.1% of 320,000 active;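 in the data active = inhibition above about 50%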;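 note: GST-tagged GSK-3 alpha with peptide substrate and 25 µM ATP; 0% = DMSO neutral wells and 100% = GW8510 positive control wells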
Target sequence (P49840 whole entry, looked up): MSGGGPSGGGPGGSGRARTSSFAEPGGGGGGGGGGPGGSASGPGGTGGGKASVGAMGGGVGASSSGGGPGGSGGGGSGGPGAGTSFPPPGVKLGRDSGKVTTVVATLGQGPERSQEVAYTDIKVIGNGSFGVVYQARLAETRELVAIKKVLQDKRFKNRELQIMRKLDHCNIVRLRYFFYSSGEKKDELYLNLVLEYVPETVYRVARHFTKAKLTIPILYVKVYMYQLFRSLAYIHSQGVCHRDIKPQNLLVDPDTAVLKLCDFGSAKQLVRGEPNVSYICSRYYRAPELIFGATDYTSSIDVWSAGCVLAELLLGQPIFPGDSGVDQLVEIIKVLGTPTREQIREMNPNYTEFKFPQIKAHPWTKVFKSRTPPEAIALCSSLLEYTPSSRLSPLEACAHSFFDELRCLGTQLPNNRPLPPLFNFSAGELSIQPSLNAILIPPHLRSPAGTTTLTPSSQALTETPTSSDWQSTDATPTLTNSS
PolyA inh – polyadenylation inhibitors in yeast reporter cells, primary screen, luminescence, S. cerevisiae; calls only at 12 µM; S. cerevisiae SKY197-pL101 polyadenylation reporter, beta-gal luminescence; efflux-impaired pdr1/pdr3 knockout yeast; score 100 = 6 SD above DMSO; 0.02% of 300,000 active;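 active = lowest replicate activity score at least 50, where 100 means six control SD above control mean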;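 note: yeast exposed to compound for 9 h at 30 °C; higher score means more reporter readthrough which indicates perturbed polyadenylation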
GSK3beta inhib – human GSK3beta kinase inhibitors, primary screen, biochemical, cell-free homogeneous, HTS. GST-GSK3beta kinase, ADP-Glo luminescence, 60 min; hits give low values. 0.038% of 300,000 active. Glycogen synthase kinase-3 beta (Homo sapiens), P49841. AID 2097, 2009. activity score (negative = inhibition), % at 10 µM;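 active = more than half of replicate wells score below -50%, meaning over 50% inhibition versus plate controls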;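 note: 0% = median DMSO wells and -100% = median GW8510 positive control wells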
Target sequence (P49841 whole entry, looked up): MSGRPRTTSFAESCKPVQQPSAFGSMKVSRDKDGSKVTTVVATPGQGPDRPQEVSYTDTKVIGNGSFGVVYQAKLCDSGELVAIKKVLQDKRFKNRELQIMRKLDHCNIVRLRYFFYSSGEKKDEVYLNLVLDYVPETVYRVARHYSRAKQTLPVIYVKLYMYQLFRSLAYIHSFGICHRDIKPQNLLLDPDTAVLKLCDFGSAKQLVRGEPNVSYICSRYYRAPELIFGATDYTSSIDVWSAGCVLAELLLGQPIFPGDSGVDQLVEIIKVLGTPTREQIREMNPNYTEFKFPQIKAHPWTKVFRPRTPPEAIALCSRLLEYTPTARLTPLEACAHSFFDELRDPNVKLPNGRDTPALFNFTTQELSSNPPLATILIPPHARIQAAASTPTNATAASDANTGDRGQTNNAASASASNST
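test system = GST-tagged human GSK3beta kinase, cell-free | reagent = 25 µM ATP with peptide substrate | dosing = one dose of 10 µM per compound | schedule = 60 min reaction, RT | detection = luminescent ADP-Glo measurement of ADP formed | control set = DMSO neutral wells and GW8510 at 20 µM as positive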
HSF1 inh – HSF1 inhibitors in luciferase reporter cells, primary screen, cell-based, NIH3T3, luminescence; 0.77% of 300,000 active; NIH3T3-HGL HSE-luciferase, MG132-induced, luminescence 8 h; hits give low values; activity change, negative = inhibition, % at 7.5 µM (by protocol);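 active = more than half of replicate wells show activity change below -50%, luminescence cut by over half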;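 note: luciferase reports HSF-1 transcriptional activity via heat shock element; 0% = median of DMSO wells and -100% = zero luminescence signal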
AI-2 QS modul – Vibrio harveyi AI-2 quorum sensing modulators, primary screen, JMH597 strain, luminescence/OD600 ratio. Vibrio harveyi JMH597 AI-2 luminescence/OD600 ratio, 9 h; hits give low values; strain lacks LuxN and CqsS sensors; 0 = neutral-control median. activity change, % at 7.5 µM. 0.4% of 300,000 active. AID 2094, 2009; in the data active = activity change below about -75%, passing the limit was not always enough;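 note: luminescence divided by OD600 gain over 9 h not by final OD600 alone; inactives centre near 13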
Starred values were filed as active, the others as inactive; i = inactive; · = not tested or not shown. Only part of the results is shown; rates above refer to the full screens.

HSP90 refold inh,HDAC3 inh,HSF-1 act,Dyrk1A ADPGlo,Platelet DG rel,GSK3A inh,PolyA inh,GSK3beta inhib,HSF1 inh,AI-2 QS modul,Structure
4,1,76*,·,2,-1,i,2,47,37,Cc1ccc(-c2cc(C(=O)N3CCN(c4ncccn4)CC3)c3cc(Br)ccc3n2)o1
2,7,23,-5,0,-1,i,-23,1,-93*,CCOc1ccc(NC(=O)CN2C(=O)NC(C)(c3ccc(OC(F)F)cc3)C2=O)cc1 (centres undefined)
-1,3,9,2,-1,0,i,4,-4,-2,OC(CN1CCN(C(c2ccccc2)c2ccccc2)CC1)c1ccc(Br)cc1 (centres undefined)
2,-10,11,3,-25,-1,i,-3,-1,3,Nn1c(SCC(=O)Nc2ccccc2)nnc1-c1cccnc1
·,-2,-26,17,-4,-1,i,-2,-6,-11,COC(=O)[C@@H]1C[C@@]2(O)[C@H](O)[C@H](O)[C@H](O)C[C@H]2N1CC(c1ccccc1)c1ccccc1
-3,-5,-10,2,-4,-2,i,-1,-8,14,COc1ccc(C(C)(C)C)cc1S(=O)(=O)N1CCN(C)CC1
4,-2,-9,4,7,-4,i,-3,1,13,Cc1nc2ccccc2c(=O)n1NC(=O)c1ccc(Cl)c([N+](=O)[O-])c1
-5,-2,1,7,-10,1,i,-6,-6,18,Cc1cc(N2CCN(C3CCCCC3)CC2)nc2cccc(O)c12
-2,3,42,6,1,3,i,0,5,15,Cc1sc(NC(=O)c2ccco2)c(C(c2cccnc2)N2CCC(C)CC2)c1C (centres undefined)
-5,5,-9,1,-18,-3,i,0,-4,12,OCC[C@@H]1C[C@@H](O)[C@H](O)[C@]2(Cc3ccccc3CCO2)O1
1,-2,0,-13,6,-2,i,3,-3,18,CCn1nc(C)cc1-c1nnc(SCC(=O)Nc2ccccc2)n1CCCOC
-9,4,17,-5,1,1,i,-2,2,25,COc1ccc(OCC(=O)NC(=S)Nc2ccc(N3CCOCC3)c(Cl)c2)cc1
0,-10,4,0,1,2,i,3,1,15,CCOc1ccc2[nH]c3c(NCCO)ncnc3c2c1
·,4,-18,8,7,0,i,-1,4,1,CN(CC(=O)Nc1cccc(F)c1)C(=O)c1csc2c1CCCC2
0,-2,21,-9,22,0,i,2,9,13,CCOc1ccc2nc(/N=C/c3c(C)[nH]n(-c4ccc(C)cc4)c3=O)sc2c1
-4,-1,-3,-6,-4,2,i,-1,-8,5,O=C(c1ccc(COCC(F)(F)F)o1)N1CCCCCC1
8,0,100*,5,-2,2,i,0,75,-3,Clc1ccc2nc(CSc3nc4ccccc4o3)cn2c1
1,5,-8,-6,6,-2,i,1,2,5,COc1cccc(NC(=O)c2ccc[n+](C)c2)c1
6,4,1,-3,1,1,i,1,0,27,Cc1ccc(C(=O)OCC(=O)Nc2sc3c(c2C#N)CCCCC3)cc1NC(=O)c1ccco1
-2,-19,10,9,2,-5,i,-18,-4,21,COc1ccc(-c2sc(C(=O)c3ccc(Cl)cc3Cl)cc2CC(=O)O)cc1
·,·,-2,0,5,-1,i,-5,1,12,Cn1c(=O)[nH]c(=O)c2c1nc(CN1CCN(c3ccccc3F)CC1)n2CCc1ccccc1
3,6,-8,3,4,0,i,-1,2,5,O=C1C(=O)N(CCCO)C(c2ccc(Br)cc2)/C1=C(\O)c1ccc(Br)cc1 (centres undefined)
-1,8,28,5,7,-1,i,1,6,19,O=C(NC(=S)Nc1ccc(N2CCOCC2)c(Cl)c1)c1cccs1
3,4,-5,14,6,3,i,-2,-3,-11,CCN(CC)CCNc1nc(-n2nc(C)cc2C)nc2sc3c(c12)CC(C)(C)OC3
2,-4,30,2,-3,0,i,3,11,15,Cc1ccccc1NC(=O)NC(N)=O
-2,-3,-13,-3,6,-2,i,-1,-5,16,CN1CCN(C(=O)c2ccc(Cl)c(S(=O)(=O)N3CCCCC3)c2)CC1
-1,2,-4,·,-2,-2,i,0,2,-4,Cc1[nH]c(=S)c(C#N)c(C)c1Cc1ccccc1
-1,·,-5,1,2,2,i,-3,4,14,COC(=O)c1cc(-c2cccc(OC)c2)c2c(=O)[nH]c(=O)n(C)c2n1
-2,4,2,-1,0,0,i,1,-6,11,COC(=O)c1cccc(NC(=O)C(C)(C)C)c1
-8,-3,-18,-3,1,0,i,-2,-6,14,C[C@@]12C(=O)N(CCO)CC(=O)N1[C@H](/C=C/c1ccccc1)[C@@H]1C(=O)N(c3ccccc3)C(=O)[C@@H]12

Single records, from the list above. Screens in order: HSP90 refold inh, HDAC3 inh, HSF-1 act, Dyrk1A ADPGlo, Platelet DG rel, GSK3A inh, PolyA inh, GSK3beta inhib, HSF1 inh, AI-2 QS modul
Shown for O=C(NC(=S)Nc1ccc(N2CCOCC2)c(Cl)c1)c1cccs1 : -1, 8, 28, 5, 7, -1, i, 1, 6, 19
Shown for CN1CCN(C(=O)c2ccc(Cl)c(S(=O)(=O)N3CCCCC3)c2)CC1 : -2, -3, -13, -3, 6, -2, i, -1, -5, 16
Shown for CCN(CC)CCNc1nc(-n2nc(C)cc2C)nc2sc3c(c12)CC(C)(C)OC3 : 3, 4, -5, 14, 6, 3, i, -2, -3, -11

Next part.
HSP90 refold inh,HDAC3 inh,HSF-1 act,Dyrk1A ADPGlo,Platelet DG rel,GSK3A inh,PolyA inh,GSK3beta inhib,HSF1 inh,AI-2 QS modul,Structure
2,-3,-17,·,4,2,i,5,-13,17,Cc1cc(N2CCN(C)CC2)nc2ccc(NC(=S)N3CCN(c4ccccn4)CC3)cc12
-6,4,16,-5,9,0,i,0,2,-5,CCC1CN(C(=O)N2CCC(C(=O)NCc3cccc(F)c3)CC2)c2ccccc2O1 (centres undefined)
3,-10,-4,0,-2,4,i,4,-1,15,Cc1cc(S(=O)(=O)N2CCCCC2)ccc1OCC(=O)N1CCCC1
0,8,-14,0,-1,3,i,2,-4,11,O=S(=O)(NCc1ccccc1)c1ccc2c(c1)OCCO2
-2,8,-5,-2,4,-1,i,2,-15,33,Nc1nc(NCC(=O)O)nc(NCc2ccccc2)c1[N+](=O)[O-]
3,2,-2,-2,-8,0,i,-1,0,25,O=C1CCCc2c1cc(C(=O)O)c(=O)n2-c1ccccc1
-5,4,13,-2,-1,-3,i,2,0,14,O=C(CCn1c(=O)oc2ccccc21)N(Cc1ccccc1)c1ccccc1
1,-6,-6,-5,-3,-1,i,2,-4,15,N#Cc1c(C(F)(F)F)cc(-c2ccccc2)n(N)c1=O
2,9,-2,-3,0,-1,i,2,4,21,CCOc1ncccc1C(=O)N=C1SCCN1C(=O)c1cccnc1OCC
·,-1,6,-1,0,-2,i,1,6,37,CCN(CC(=O)Nc1c(F)cccc1F)C(=O)CSCC(=O)Nc1ccc(OC)cc1
-2,11,-10,3,4,0,i,-2,-7,16,COc1cc(/C=N/Nc2ccc(S(N)(=O)=O)cc2[N+](=O)[O-])cc(OC)c1O
0,4,-69,-5,-18,1,i,4,-60*,44,COc1ccc(Cl)cc1NC(=O)CSc1nc2ccsc2c(=O)n1CC1CCC(C(=O)O)CC1 (centres undefined)
0,0,29,-2,-14,1,i,-1,4,6,CC1S/C(=C(\C#N)C(=O)NCc2ccco2)N(c2ccc(F)cc2)C1=O (centres undefined)
6,13,-7,5,-6,-1,i,2,-14,18,CCCN1C(=O)c2cc(C(=O)NC3CCCCCC3)ccc2C1O (centres undefined)
-3,-4,0,-7,1,8,i,0,-4,33,COC(=O)CC1C(=O)NCCN1C(=O)OC(C)(C)C (centres undefined)
-1,1,-20,1,1,0,i,0,7,10,CCOC(=O)CCC(NC(=O)CCCCC(=O)NC(CCC(=O)OCC)C(=O)OCC)C(=O)OCC (centres undefined)
-5,8,18,10,5,·,i,2,6,30,Cc1cc(C)cc(C(=O)Nc2cccc(NC(=O)c3ccco3)c2)c1
1,2,18,0,-5,-2,i,1,-2,40,O=C(O)CC(SCc1ccc(C(=O)O)o1)C(=O)O (centres undefined)
-2,-4,0,·,1,0,i,2,1,1,O=C(CCSc1nnc2ccc3ccccc3n12)Nc1ccc(F)cc1
2,·,-10,-3,0,·,i,0,-5,-16,Cc1ccc(NC(=O)CSc2nnc(C(F)(F)F)n2C)cc1[N+](=O)[O-]
-2,-2,-9,4,1,-1,i,-3,6,-1,COC(=O)c1c[nH]n2c(=O)cc(CCl)nc12
-4,-3,18,2,2,-3,i,1,4,-5,CCOc1ccc(/C=C/C(=O)Oc2ccccc2)cc1
2,1,29,-5,20,·,i,1,12,16,CCOc1ccc(S(=O)(=O)n2cc(-c3ccccc3)c(N)n2)cc1
8,-4,-36,-6,2,-1,i,-2,-24,-5,COc1ccc(C(C(=O)NC(C)(C)C)N(C(=O)CCC(=O)Nc2cc(C)on2)c2ccc3c(c2)OCCO3)cc1 (centres undefined)
3,-1,-9,-4,-5,-1,i,·,-12,·,NS(=O)(=O)c1ccc(CCNS(=O)(=O)Cc2ccc(Cl)cc2)cc1
4,-3,3,2,2,0,i,-2,1,5,COc1cc2cc(C(=O)N3CCN(c4ccccc4OC)CC3)[nH]c2cc1OC
3,0,6,19,-18,1,i,-1,1,5,O=C(NC(=O)c1ccccc1F)Nc1nc(-c2cccs2)cc(C(F)(F)F)n1
-2,·,-10,2,2,-2,i,3,-2,1,COc1ccc(OC)c(S(=O)(=O)N2CCN(c3c(C)cccc3C)CC2)c1
0,1,-5,-3,9,5,i,0,1,10,O=C(N/N=C/c1ccc[nH]1)c1ccc2c(c1)OCO2
-3,9,3,3,-5,1,i,3,10,13,CCOC(=O)c1ccc(NC(=O)C(=O)NCc2ccccn2)cc1
0,-2,0,-9,2,-3,i,1,10,-21,O=C(CCOc1ccccc1)Nc1ccccc1[N+](=O)[O-]
4,4,17,0,-1,2,i,1,6,11,O=C(CSc1nnc(-c2cnccn2)n1Cc1ccco1)c1ccc(Cl)cc1
-2,2,4,·,-10,-2,i,1,-1,5,COc1ccc(N2CCN(C(CNS(=O)(=O)c3ccccc3)c3ccccc3)CC2)cc1 (centres undefined)
2,3,21,·,5,0,i,0,2,28,CC(C)c1ccc(-c2c(C#N)c(N)nc(SCC(=O)N3CCCCCC3)c2C#N)cc1
1,0,-8,-1,-3,-4,i,4,-2,5,O=C(O)c1cc(-c2ccccc2)n(-c2ccc(F)cc2)n1
-6,1,2,-5,-6,-4,i,1,-1,21,COc1cccc(CNC(=O)[C@H](C)NC(=O)C2CCN(S(=O)(=O)c3ccccc3)CC2)c1
4,9,82*,22,2,0,i,-4,40,12,O=C(O)COn1c(-c2ccccc2)nc2ccc([N+](=O)[O-])cc21
·,13,32,1,0,-2,i,0,28,-6,Clc1nc2ccccc2cc1-c1nnn(-c2ccccc2Br)n1
